Screening results as filed in PubChem.
Hck Nef HTS – inhibitors of Nef-activated human Hck kinase, primary screen, biochemical, Z-Lyte FRET, 384-well, Hck-YEEI | Recombinant Hck-YEEI plus Nef, Z-Lyte FRET kinase assay | 0.68% of 220,000 active | inhibition, % at 20 µM;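 active = Hck-Nef kinase inhibition above about 50%, limit read from the data; inactive = inhibition below that limit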;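 note: 0% = DMSO with Hck plus Nef and 100% = Hck alone without Nef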
Wee1 stabilizer – Wee1 degradation inhibitors, primary screen, cell-based, HeLa, Wee1K328M-luciferase, luminescence; Wee1-like protein kinase (Homo sapiens), P30291; HeLa Luc-Wee1K328M stability; 100% = proteasome inhibitor MG132 effect; reporter increase, % at 5 µM; 1.2% of 220,000 active; AID 1321, 2008;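 active = activation above the mean of all tested compounds plus 3 SD, set per screening run, cut at about 8.8% in these data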;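 note: cells exposed to compound for 20 h before luminescence read; 0% = DMSO alone and 100% = MG132 at 30 µM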
Runt-CBFb FRET – inhibitors of RUNX1 Runt–CBFb binding, primary screen, biochemical, FRET, Cerulean-Runt, Venus-CBFb, uHTS | AID 1496, 2009 | Runt-related transcription factor 1 (Homo sapiens) + Core-binding factor subunit beta … | inhibition, % at 20 µM | 0.46% of 220,000 active | Cerulean-Runt/Venus-CBFb FRET ratio 530/480, 1 h;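 active = inhibition over about 50% at 20 µM in the single-dose screen, limit read from the data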;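 note: 0% = DMSO wells and 100% = excess unlabeled CBFb competitor control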
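Buffer or medium: Tris pH 7.5 buffer with BSA. Assay system: Cerulean-labeled Runt domain protein. Amount: each fluorescent fusion protein 100 nM. Read-out basis: loss of energy transfer signal. Incubation: 1 h compound exposure, room temperature. Probe or stimulus: Venus-CBFb binding partner, 100 nM. Detection: FRET, excitation 422 nm, emission at 530 and 480 nm.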
thrombin 1536 – human alpha-thrombin inhibitors, primary screen, counter-screen for coagulation protease inhibitor project, biochemical, 1536-well, fluorogenic AMC substrate; AID 1046, 2008; inhibition, % at 5 µM; Boc-VPR-AMC fluorogenic substrate cleavage; 0.26% of 220,000 active;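 active = inhibition at or above 40%; inactive = inhibition below 40%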;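 note: 0% = enzyme with no compound and 100% = wells without enzyme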
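System: Human alpha-thrombin protein | Medium: pH 7.5 Tris (50 mM) with NaCl 150 mM, Tween 20 0.05% | Times: Enzyme reaction carried out at room temperature | Detection: AMC fluorescence, 355/460 nm | Evaluation: Percent inhibition scaled between no-compound controls and no-enzyme blanks | Benchmarks: Enzyme without compound as high, wells lacking enzyme as low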
14-3-3 Bad PPI – inhibitors of 14-3-3 zeta/Bad binding, primary screen, biochemical, TR-FRET, bovine 14-3-3 zeta; inhibition, % at 21.7 µM; TR-FRET 14-3-3zeta/Dy647-pBad peptide displacement, 1 h; 0.71% of 220,000 active;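 active = inhibition above about 70%, limit read from the data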;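 note: 0% = full 14-3-3 plus peptide FRET controls and 100% = background without 14-3-3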
Target sequence (P63103 whole entry, looked up): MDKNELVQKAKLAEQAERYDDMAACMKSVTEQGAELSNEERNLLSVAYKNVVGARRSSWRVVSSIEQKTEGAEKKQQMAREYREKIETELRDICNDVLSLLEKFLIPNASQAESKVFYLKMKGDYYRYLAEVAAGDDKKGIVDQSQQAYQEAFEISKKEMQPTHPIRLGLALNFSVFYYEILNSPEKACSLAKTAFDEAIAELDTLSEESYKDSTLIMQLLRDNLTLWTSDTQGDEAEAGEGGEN
FXIa inh 1536 – human FXIa protease inhibitors, primary screen, biochemical, 1536-well. purified FXIa, Boc-Glu-Ala-Arg-AMC fluorogenic substrate. inhibition, % at 5 µM. 0.14% of 220,000 active. AID 798, 2007;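 active = inhibition of at least 40%; inactive = inhibition below 40%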;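 note: fluorescence of freed AMC excited at 355 nm; 0% = enzyme without compound and 100% = no enzyme blank; many of its hits are not listed in these tables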
hK5 inh – human KLK5 protease inhibitors, primary screen, biochemical, 1536-well. 0.59% of 210,000 active. inhibition, % at 5 µM. recombinant hK5, fluorogenic AMC substrate cleavage. AID 873, 2007. Kallikrein-5 (Homo sapiens), Q9Y337;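 active = inhibition of 40% or more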;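 note: 0% = enzyme controls without compound and 100% = no-enzyme blanks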
Target sequence (Q9Y337 67-293 limits assumed): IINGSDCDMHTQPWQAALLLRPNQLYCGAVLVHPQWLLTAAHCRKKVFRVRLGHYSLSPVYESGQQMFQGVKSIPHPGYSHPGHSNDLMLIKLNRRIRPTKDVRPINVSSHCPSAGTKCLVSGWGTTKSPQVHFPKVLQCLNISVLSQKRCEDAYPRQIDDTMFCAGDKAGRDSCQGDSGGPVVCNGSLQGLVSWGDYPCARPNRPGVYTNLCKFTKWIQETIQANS
Runt-SMMHC FRET – inhibitors of RUNX1 Runt–CBFb-SMMHC binding, primary screen, biochemical, FRET, Cerulean-Runt, Venus-CBFb-SMMHC, uHTS; Runt-related transcription factor 1 (Homo sapiens) + Core-binding factor subunit beta …; Cerulean-Runt/Venus-CBFb-SMMHC FRET ratio 530/480, 1 h; inhibition, % at 20 µM; 0.74% of 220,000 active; AID 1434, 2008;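 active = mean inhibition across duplicate retests at 20 µM reaching about 50%, limit read from the data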;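 note: 0% = DMSO wells and 100% = wells with excess untagged CBFb-SMMHC; inhibitors lower the FRET ratio by blocking Runt binding to CBFb-SMMHC; some results filed as inactive read as strong as hits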
FXIIa inh – human FXIIa protease inhibitors, primary screen, biochemical, 1536-well; purified FXIIa, Boc-QGR-AMC fluorogenic substrate, 2 h; inhibition, % at 5 µM; Coagulation factor XII (Homo sapiens), P00748; AID 800, 2007; 0.3% of 220,000 active; in the data active = inhibition above about 40%;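 note: 0% = enzyme with no compound and 100% = blank without enzyme; many of its hits are not listed in these tables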
Target sequence (P00748 20-372 limits assumed): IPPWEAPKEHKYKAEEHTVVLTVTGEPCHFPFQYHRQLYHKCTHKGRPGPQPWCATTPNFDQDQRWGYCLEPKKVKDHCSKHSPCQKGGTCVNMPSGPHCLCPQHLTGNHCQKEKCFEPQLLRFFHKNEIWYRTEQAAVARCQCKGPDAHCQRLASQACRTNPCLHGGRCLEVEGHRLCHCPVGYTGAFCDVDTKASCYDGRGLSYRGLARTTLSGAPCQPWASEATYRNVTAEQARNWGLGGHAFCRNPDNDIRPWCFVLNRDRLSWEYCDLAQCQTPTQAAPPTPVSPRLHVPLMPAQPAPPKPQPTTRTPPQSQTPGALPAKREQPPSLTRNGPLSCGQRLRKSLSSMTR
Target sequence (P00748 373-615 limits assumed): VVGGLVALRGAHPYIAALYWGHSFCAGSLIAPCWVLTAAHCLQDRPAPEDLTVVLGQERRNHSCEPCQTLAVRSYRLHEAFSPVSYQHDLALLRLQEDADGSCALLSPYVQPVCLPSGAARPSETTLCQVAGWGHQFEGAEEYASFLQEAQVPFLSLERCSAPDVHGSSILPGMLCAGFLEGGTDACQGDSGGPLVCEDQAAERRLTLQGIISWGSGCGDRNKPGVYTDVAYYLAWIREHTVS
The depositor's hits bear a star; · = not tested or not shown; [ ] = another dose, or the depositor's remark.

SMILES	Hck Nef HTS	Wee1 stabilizer	Runt-CBFb FRET	thrombin 1536	14-3-3 Bad PPI	FXIa inh 1536	hK5 inh	Runt-SMMHC FRET	FXIIa inh
Cc1ccc(S(=O)(=O)Nc2ccc3c(c2)nc(CN2CCCC2)n3C)cc1	2	-1	3	28	-14	19	4	1	34
O=C(C1CCCCC1)N1CCC(c2nc3ccccc3[nH]2)CC1	1	0	2	18	9	-1	71*	-1	13
CCc1nnc(NC(=O)[C@@H](NC(=O)c2cccc(C)c2)C(C)C)s1	3	2	0	-11	0	-2	0	1	4
COc1ccc(-c2cnc(OC(C)(C)C)nc2OC(C)(C)C)cc1OC	-17	0	-12	0	-1	-5	-20	-9	11
CC(C)c1ccc(NS(=O)(=O)c2cn(C)c(=O)n(C)c2=O)cc1	0	0	2	-2	0	5	-11	1	15
COc1cc(OC)c(-c2nc3cnccc3n2C)cc1OC	5	-1	2	2	-7	6	-6	1	13
CN(C)c1nnnn1-c1ccc(Oc2ccccc2)cc1	16	-1	1	7	-10	-2	-4	-3	8
Nc1c(C=C2C=CC(=O)C=C2)c(=O)nc2snc(SCc3ccccc3)n12	-17	6	7	1	-3	3	3	29	8
COC(=O)c1ccccc1NC(=S)N(Cc1ccc2c(c1)OCO2)Cc1cc2cc(C)ccc2[nH]c1=O	-3	3	13	4	-7[fluorescence artefact?]	8	-14	-2	14
COc1ccc(CN2C(=O)[C@@H]3C(c4ccc(F)cc4)=NO[C@@H]3C2=O)cc1	-1	-3	-1	0	6	4	-2	2	15
COc1ccccc1N1CCN(S(=O)(=O)c2c(C)[nH]c(=O)[nH]c2=O)CC1	5	1	0	-2	2	-1	·	3	6
COc1ccc(-c2csc(Nc3ccc(S(N)(=O)=O)cc3)n2)cc1OC	29	-3	-3	-13	-12	-2	-2	0	3
CN1CCN(C(=O)C2CC(c3ccc(F)cc3)=NO2)CC1 (stereo not drawn)	6	2	2	-1	-1	0	-5	-1	17
Cc1cc(-c2nn3c(-c4ccccc4)nnc3s2)c2ccccc2n1	30	-2	1	3	-5	5	-4	-2	16
CCSc1nc2c([nH]c3ccccc32)c(=O)n1C	7	2	-1	-4	1	4	-11	2	11
CCCNC(=O)Cn1cnc2sc(C(=O)Nc3cc(OC)c(OC)c(OC)c3)c(C)c2c1=O	0	0	1	2	0	-1	6	2	11
O=C(CN1c2cccc3cccc(c23)S1(=O)=O)N1CCOCC1	-16	1	0	-12	-2	-9	-2	1	-4
CCOC(=O)N1CCN(C(=O)c2ccc3nc(C)sc3c2)CC1	2	1	0	-2	-8	-9	-27	-1	1
CC(C)CN(CC(C)C)S(=O)(=O)c1cc([N+](=O)[O-])ccc1N1CCCCCC1	2	-2	-7	0	-6	4	2	-17	9
COc1ccc(C2C(C(=O)N3CCOCC3)CCC(=O)N2c2ccc(OC)cc2)cc1 (stereo not drawn)	0	2	-1	5	-17[fluorescence artefact?]	-2	4	-12	13
Cc1ccc(-n2c(C)nc3oc4ccccc4c(=O)c3c2=O)cc1	2	-2	0	-2	9	20	-1	2	22
O=C(COC(=O)c1ccc(S(=O)(=O)NCc2ccco2)cc1)Nc1ncc(Cl)cc1Cl	-1	-3	0	-9	4[fluorescence artefact?]	2	-11	2	7
CCN(CC)S(=O)(=O)c1cc(NC(=O)COC(=O)CCC(=O)c2ccc(F)cc2)ccc1C	6	1	-8	-5	-12	-3	-15	-4	2
O=C(c1cccs1)N1CCn2c1nc1ccccc12	1	1	-3	4	-6	7	-3	3	18
O=C(COC(=O)/C=C/c1ccco1)NCc1ccccc1Cl	13	-1	6	-15	1	-14	-10	-3	-1
(next part)
SMILES	Hck Nef HTS	Wee1 stabilizer	Runt-CBFb FRET	thrombin 1536	14-3-3 Bad PPI	FXIa inh 1536	hK5 inh	Runt-SMMHC FRET	FXIIa inh
CNc1sc(C(=O)c2cccs2)c(N)c1-c1nc2ccccc2s1	-1	0	8	3	11	3	-134	76*	11
COc1ccc(COC(=O)c2ccc3c(=O)n4c(nc3c2)CCC4)cc1F	6	-1	-2	1	7	1	-4	4	14
Cc1ccc(C2NC(=O)Cc3ccccc32)cc1 (stereo not drawn)	0	14*	2	-4	-3	-12	12	-4	-2
CSc1ccccc1NC(=O)CSCc1ccccc1Br	0	1	0	-9	2	-8	-20	-1	1
CCOC(=O)C1CCCN(c2c(C(=O)c3ccccc3)cnc3ccccc23)C1 (stereo not drawn)	23	1	-4	9	-14	-2	1	-2	8
O=C(COc1cccnc1[N+](=O)[O-])Nc1cccc(S(=O)(=O)N2CCOCC2)c1	-11	-3	-3	2	-5	-1	1	-6	6
COc1ccc(/C(C)=N\NC(=O)c2ccc3c(c2)OCO3)cc1OC	16	-2	-1	-8	1	3	9	-2	8
O=C1/C(=C\Nc2ccc(Cl)cc2)CCN1c1ncccn1	3	-2	0	1	-3	5	-9	-2	11
CC(C)CNC(C(=O)Nc1ccc([N+](=O)[O-])cc1Br)c1ccccc1 (stereo not drawn)	1	4	0	-10	37	-2	9	-5	0
CC(CN1CCN(C)CC1)OC(=O)c1ccc(Cl)cc1Cl (stereo not drawn)	-22	-1	0	-4	67[fluorescence artefact?]	-7	10	-2	-9
Cc1nc([N+](=O)[O-])cn1C(C)C	10	-2	1	-6	4	-7	-3	-2	-3
CCn1cc(C(=O)NCc2ccccn2)c(=O)c2cc(F)c(N3CCN(C)CC3)cc21	·	·	0	-2	6	-8	-24	4	-7
CCOC(=O)C1=C(C)N(Cc2ccc(C(=O)O)cc2)C(=O)NC1c1ccc([N+](=O)[O-])cc1 (stereo not drawn)	0	0	1	3	2	11	-9	0	20
CCOC(=O)CN/C=C(\C#N)c1ccc(F)cc1	4	2	-2	0	-9	-4	-14	0	9
Cc1ccc(SCC(=O)c2sc(-c3ccccc3)nc2C)cc1	0	0	-1	5	-2	-20	-20	2	-4
CC1CCC(C(C)C)C(=O)/C1=C\c1ccc(NC(=O)CCC(=O)O)cc1 (stereo not drawn)	-1	5	-3	2	-8	-3	-16	1	2
COc1ccc(-c2nc(S(=O)(=O)c3ccccc3)c(N3CCOCC3)o2)cc1	5	4	0	-5	-3	4	-5	-2	12
O=C1CCC/C(=N/NC(=O)c2cc(NS(=O)(=O)c3cccs3)cc(NS(=O)(=O)c3cccs3)c2)C1	27	5	2	0	2	-2	2	-2	10
CC(=O)C1=NN(c2ccccc2)C2(S1)S/C(=C\c1ccccc1)C(=O)N2c1ccccc1 (stereo not drawn)	8	6	4	6	0	10	-14	2	4
CC(C)(C)c1cc(C(=O)NCCN2CCCC2)cc(C(C)(C)C)c1	11	3	-1	-4	1	-3	·	2	2
Cc1ccc(NC(=O)CCn2nc(C)cc2C)cc1	-1	1	1	-5	-1	0	-9	3	-2
CCOC(=O)CSC1=C(C#N)C(c2ccc(Cl)cc2)C(C(=O)OC)C(=O)N1 (stereo not drawn)	0	3	2	1	-16	3	0	4	-7
COc1ccccc1NC(=O)COc1ccc(CO)cc1Cl	13	0	1	1	0	-1	2	0	10
Cc1ccnc(NC(=O)CCCOc2ccc(Cl)cc2C)c1	-32	5	-2	6	-3	35	41*	1	27
CN(C(=O)NC(=O)C1=C(N2CCOCC2)/C(=C/c2ccccc2)CC1)S(C)(=O)=O	16	2	1	5	-5[fluorescence artefact?]	-2	2	8	11

With a hit mark in Runt-SMMHC FRET, of those listed so far:
canonical_smiles | Hck Nef HTS | Wee1 stabilizer | Runt-CBFb FRET | 14-3-3 Bad PPI | FXIa inh 1536 | hK5 inh | Runt-SMMHC FRET | FXIIa inh
CNc1sc(C(=O)c2cccs2)c(N)c1-c1nc2ccccc2s1 | -1 | 0 | 8 | 11 | 3 | -134 | 76* | 11

(listing goes on)
SMILES	Hck Nef HTS	Wee1 stabilizer	Runt-CBFb FRET	thrombin 1536	14-3-3 Bad PPI	FXIa inh 1536	hK5 inh	Runt-SMMHC FRET	FXIIa inh
Cc1ccc(S(=O)(=O)Cc2ccc(C(=O)NCCCN3CCCC3=O)o2)cc1	2	-4	3	-7	1	-4	0	-3	6
CC(C)NCC(O)COCCOc1ccc(C(C)(C)C)cc1 (stereo not drawn)	0	3	-2	8	-3	13	-5	-3	5
CCC(CC)C(=O)Nc1nc(-c2ccc3c(c2)CCN3C(=O)C2CC2)c(C)s1	5	-1	-1	-1	-12	-4	-3	-4	5
COC(=O)c1cc2nc(-c3ccc(OC)cc3)cc(C(F)(F)F)n2n1	3	-3	-6	-4	-2	-3	-52	-17	4
CCCN1C2=C(C(=O)CC(C)(C)C2)C(c2ccc(F)cc2)C2=C1c1ccccc1C2=O (stereo not drawn)	-1	0	-2	-3	-2	-4	1	-3	-1
Fc1ccccc1-c1nnc2c3ccccc3nc(N3CCOCC3)n12	0	2	2	2	2[fluorescence artefact?]	-1	3	4	-3
CC(=O)c1ccc(NC(=S)N2CCC(Cc3ccccc3)CC2)cc1	2	-1	1	5	-1	2	0	1	8
O=C(Nc1ccc(Br)cc1)Nc1ccccc1Cl	14	3	1	0	-1	2	1	-1	5
CCc1ccc(NC(=O)c2cnn(-c3ccccc3)c2C2CCNCC2)cc1	-4	-1	-1	3	-6	-5	-16	-6	-3
Cc1ccc(N(CC(=O)NCCSc2nc3ccccc3s2)S(=O)(=O)c2ccccc2)c(C)c1	2	-1	0	-2	-2	9	-5	-3	7
Cn1cc(Br)c(C(=O)NN2C(=O)C3C4C=CC(C5CC45)C3C2=O)n1 (stereo not drawn)	6	-3	-1	-7	-1	-1	10	-1	6
N/C(=N\OC(=O)c1cccc(Br)c1)c1ccccc1	-1	0	-3	-6	2	0	-10	-1	8
CCn1ncc(NC(=S)NCCc2ccc(OC)c(OC)c2)c1C(N)=O	13	2	0	4	-16	-1	-6	3	9
COC(=O)C1CCN(C(c2cccs2)c2sc3nc(C)nn3c2O)CC1 (stereo not drawn)	-3	-2	-2	·	·	·	·	-2	·
O=C(Oc1ccccc1)Oc1ccc2c(c1)oc(=O)c1ccccc12	20	-1	-1	-3	20	22	3	-18	27
COc1cc(-c2nn3c(COc4ccccc4)nnc3s2)cc(OC)c1OC	2	0	10	-1	-2	-17	-18	14	-10
Cc1cccc(NC(=O)CCNS(=O)(=O)c2cccc3nonc23)c1	-2	-2	-1	1	5	2	·	0	12
